# MT1-MMP act inh – MT1-MMP (human) activation inhibition; P50281; HT1080 RFP-PRO-GFP cells, GFP/RFP ratio fluorescence, overnight; percent of plate control window, DMSO zero; GFP/RFP ratio change, % at 20 µM; actives 0.061% (n = 360,000); AID 651647;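 active means GFP/RFP ratio change of at least 30% with cell ATP level not reduced by more than half and red fluorescence within 50% of control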; further: strong numbers were not always called active
#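 Assay system: HT1080 RFP-PRO-GFP cells. Benchmarks: DMSO vehicle wells and RFP-L50D-GFP reporter cell wells. Times: overnight cell settling, then overnight compound exposure, 37 °C, 5% CO2. Compound: 20 µM single dose, 1% DMSO. Read-out basis: GFP/RFP fluorescence ratio.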
# NRP1-CendR mod – alters CendR peptide binding to human NRP-1 | AID 602438 | actives 0.85% (n = 360,000) | FAM-RPARPAR peptide binding to NRP-1, fluorescence polarization | inhibition, % at 25 µM;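 active means inhibition or corrected inhibition above about 18%, plus a signal ratio from 0.5 to 1.5, limit read from the data, passing the limit was not always enough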; further: strong numbers were not always called active
# SKN-1 block – C. elegans SKN-1 inhibition. C. elegans VP596 Pgst-4::GFP/RFP ratio, acrylamide-induced, 24 h. inhibition, % at 21.8 µM. actives 0.49% (n = 360,000). AID 624304;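 active means interference check ratio from 0.5 to 1.5 plus GFP to RFP signal ratio inhibition reaching or exceeding a fixed threshold, cut at about 30% in these data, passing the limit was not always enough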; further: some compounds called inactive have numbers as strong as hits
# E coli Lon inh – inhibitors of E. coli Lon protease; purified E. coli Lon protease, fluorescence polarization; inhibition, % at 7.94 µM; actives 0.42% (n = 360,000); AID 602123; in the data active means inhibition above about 13%, passing the limit was not always enough;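 further: 0% = enzyme with probe and DMSO and 100% = no enzyme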
# MsrA act – activates bovine MsrA enzyme; actives 0.3% (n = 360,000); activation, % at 10.6 µM; purified bovine MsrA, absorbance read-out; AID 602163; in the data active means activation above about 7.5%;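 further: 0% = vehicle and 100% = reference activator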
# MLLE-PAM2 inh – blocks PAM2 peptide binding to the PABP1 MLLE domain; actives 0.36% (n = 360,000); GST-MLLE / FITC-PAM2 fluorescence polarization; P11940; inhibition, % at 20 µM; in the data active means inhibition above about 35%, passing the limit was not always enough;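 further: plate controls were DMSO wells with GST-MLLE for no effect and wells lacking GST-MLLE protein for full effect; some results filed as inactive read as strong as hits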
# FAS TE block – inhibitors of human fatty acid synthase thioesterase domain | P49327 | recombinant FAS-TE, OMFH fluorogenic substrate, fluorescence endpoint | inhibition, % at 15 µM | actives 0.67% (n = 360,000);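 active means compounds whose normalised, plate-corrected inhibition of enzyme fluorescence in the single-dose primary screen is 50% or more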;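 further: 0% = DMSO with enzyme and 100% = substrate without enzyme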
# Neddyl block – blocks human cullin neddylation. P61081+Q13564. TR-FRET cullin neddylation, biochemical. calls only at 25 µM. actives 0.58% (n = 360,000); in the data active means inhibition above about 36%
# Rin1-Abl PPI inh – human Rin1-Abl interaction inhibition | TR-FRET Rin1/Abl binding, biochemical | AID 588664 | inhibition, % at 7.35 µM | actives 0.4% (n = 360,000); in the data active means inhibition above about 5%, passing the limit was not always enough
# Target sequence (P00519 whole entry, looked up): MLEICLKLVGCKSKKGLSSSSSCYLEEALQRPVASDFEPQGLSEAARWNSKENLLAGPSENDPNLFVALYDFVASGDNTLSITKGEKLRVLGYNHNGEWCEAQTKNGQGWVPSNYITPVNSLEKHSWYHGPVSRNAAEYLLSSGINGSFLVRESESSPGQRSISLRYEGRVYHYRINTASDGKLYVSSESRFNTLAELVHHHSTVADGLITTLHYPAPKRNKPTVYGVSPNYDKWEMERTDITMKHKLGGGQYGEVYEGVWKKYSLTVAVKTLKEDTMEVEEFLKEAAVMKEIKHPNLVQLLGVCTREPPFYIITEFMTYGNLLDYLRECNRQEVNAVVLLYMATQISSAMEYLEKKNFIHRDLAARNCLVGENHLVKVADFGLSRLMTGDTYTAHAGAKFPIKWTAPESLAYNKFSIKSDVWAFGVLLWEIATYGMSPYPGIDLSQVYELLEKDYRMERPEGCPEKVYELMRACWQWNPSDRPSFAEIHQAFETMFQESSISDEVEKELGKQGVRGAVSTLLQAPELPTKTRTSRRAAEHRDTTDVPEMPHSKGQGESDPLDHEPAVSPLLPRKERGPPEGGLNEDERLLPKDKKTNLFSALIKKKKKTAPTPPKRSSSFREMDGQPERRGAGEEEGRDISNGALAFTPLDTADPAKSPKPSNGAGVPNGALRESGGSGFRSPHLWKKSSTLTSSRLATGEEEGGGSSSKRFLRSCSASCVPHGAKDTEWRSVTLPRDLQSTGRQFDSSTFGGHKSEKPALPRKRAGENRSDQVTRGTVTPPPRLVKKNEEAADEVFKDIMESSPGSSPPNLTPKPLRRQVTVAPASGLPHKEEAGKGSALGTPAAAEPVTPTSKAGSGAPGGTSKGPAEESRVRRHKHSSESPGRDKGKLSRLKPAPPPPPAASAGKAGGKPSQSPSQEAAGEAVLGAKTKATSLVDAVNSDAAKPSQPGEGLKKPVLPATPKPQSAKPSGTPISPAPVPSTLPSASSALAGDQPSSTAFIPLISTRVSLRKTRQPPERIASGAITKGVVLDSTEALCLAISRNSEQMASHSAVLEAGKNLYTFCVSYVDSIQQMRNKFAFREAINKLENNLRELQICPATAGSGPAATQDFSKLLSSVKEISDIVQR
# Target sequence (Q13671 whole entry, looked up): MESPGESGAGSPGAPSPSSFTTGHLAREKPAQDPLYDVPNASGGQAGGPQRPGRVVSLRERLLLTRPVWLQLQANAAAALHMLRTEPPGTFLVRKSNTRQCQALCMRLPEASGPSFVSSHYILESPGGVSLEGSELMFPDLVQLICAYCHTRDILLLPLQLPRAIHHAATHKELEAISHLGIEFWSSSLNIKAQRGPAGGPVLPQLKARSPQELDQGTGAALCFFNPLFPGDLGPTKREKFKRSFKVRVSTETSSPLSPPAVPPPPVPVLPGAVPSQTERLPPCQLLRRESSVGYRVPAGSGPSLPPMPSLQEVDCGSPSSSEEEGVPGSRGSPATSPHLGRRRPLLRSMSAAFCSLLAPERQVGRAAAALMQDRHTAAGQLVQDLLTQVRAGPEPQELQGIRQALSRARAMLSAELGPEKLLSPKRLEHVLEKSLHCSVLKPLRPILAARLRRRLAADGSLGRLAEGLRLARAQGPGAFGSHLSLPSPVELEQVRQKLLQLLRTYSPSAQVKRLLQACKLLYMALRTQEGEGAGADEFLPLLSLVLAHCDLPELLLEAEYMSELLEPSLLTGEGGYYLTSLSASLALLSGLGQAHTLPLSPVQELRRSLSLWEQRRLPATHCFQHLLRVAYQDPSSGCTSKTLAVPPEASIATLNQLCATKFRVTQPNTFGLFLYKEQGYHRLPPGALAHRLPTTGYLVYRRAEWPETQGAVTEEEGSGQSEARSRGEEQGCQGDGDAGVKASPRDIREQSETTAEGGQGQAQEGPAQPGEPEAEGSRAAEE
# * marks the source's active call; other numbers are inactive results; i = inactive; · = no result given.
SMILES,MT1-MMP act inh,NRP1-CendR mod,SKN-1 block,E coli Lon inh,MsrA act,MLLE-PAM2 inh,FAS TE block,Neddyl block,Rin1-Abl PPI inh
O=C(CCc1nc(-c2ccccc2)no1)NCc1ccco1,-3,-11,-42,-13,-4,5,0,i,-2
CN1C(=O)/C(=C/c2ccc(OCc3ccccc3F)cc2)N(C)C1=S,-3,-3,2,3,-3,-8,27,i,-2
CN(c1cccc(NC(=O)c2ccc(C(C)(C)C)cc2)c1)S(C)(=O)=O,0,3,1,0,-3,14,9,i,-1
COc1ccc2[nH]c3c(c2c1)CCN1C(=O)C(CC(=O)NCCc2ccccn2)C[C@H](C(=O)N(C(C)C)C(C)C)[C@@]31C (some centres undefined),7,4,-12,0,2,0,-4,i,-1
COc1ccc(S(=O)(=O)N2CCCC2C(=O)Nn2cnnc2)cc1 (centres undefined),-2,8,-6,-6,4,3,-8,i,4
O=C(CCNS(=O)(=O)c1c(Cl)cccc1Cl)OCC(=O)c1ccccc1F,-3,2,-4,-2,-3,-38,8,i,1
CCOC(=O)c1c(C)nc2c(c1-c1cc(OC)c(OC)c(OC)c1)C(=O)c1ccccc1-2,-1,-4,-1,6,-3,9,-4,i,-1
Cc1sc2ncn(CC(=O)N3CCN(c4ccccn4)CC3)c(=O)c2c1S(=O)(=O)N1CCCCC1,-1,31*,-1,-6,-4,-10,8,i,4
O=C(Nc1ccc(Cl)cc1)c1csc([C@@H]2C[C@H](O)[C@@H](CO)O2)n1,3,14,-5,-9,0,12,-4,i,-6
CCn1c(C(=O)N2CCC(Cc3ccccc3)CC2)cc2sccc21,-3,-6,-9,-6,-2,-4,24,i,0
CCOc1ccc(NCc2cccn2-c2nnc(N3CCC(C(=O)NCCCN4CC(C)CC(C)C4)CC3)s2)cc1 (centres undefined),0,7,8,6,0,-20,-6,i,1
CCOC(=O)c1ccc(N=Cc2c(O)c3ccccc3oc2=O)cc1,1,3,30,-2,0,-26,-3,i,0
CC(=O)Nc1ccc2c(c1)CCC2=O,4,5,5,4,-2,11,-7,i,-4
COc1ccccc1CNC(=O)[C@H](NC(=O)C1CCN(C(=O)[C@@H](N)CCSC)CC1)C(C)C,-3,2,-11,-4,-8,-4,-8,i,2
N#Cc1c(-c2ccco2)cc(-c2ccc(F)cc2)nc1N,-13,-101,2,-36,2,-63,-4,·,2
O=C(CC(n1cncn1)C(Cl)(Cl)Cl)c1ccc([N+](=O)[O-])cc1 (centres undefined),-4,6,5,-12,0,9,8,i,1
Cc1cccc(N(CC(=O)NC2CCCC2)C(=O)CCC(=O)Nc2nc(C)cs2)c1,-1,4,1,5,0,-9,-7,i,2
CCc1ccc(/C=C(\C)C(=O)c2c(C)cc(C)[nH]c2=O)cc1,0,0,1,1,-1,4,-1,i,0
CCc1nc2ccccc2c(C(=O)OC2CCCCC2=O)c1C (centres undefined),-10,-2,7,-1,-6,7,2,i,2
CCOc1ccc(Oc2c(/C=N/NC(=O)C3CC3)c(C)nn2-c2ccccc2)cc1,-18,-3,10,6,-1,3,5,i,-4
Cc1ccc(C(=O)NCCc2nnc(SCC(=O)Nc3nc(-c4ccccc4)cs3)n2C)cc1,-4,1,-11,2,-3,1,-14,i,2
CCOC(=O)N1CCN(c2nc3ccccc3nc2C(C#N)C(=O)NCCc2ccccc2)CC1 (centres undefined),-6,85,-52,-15,1,-6,3,i,-3
NC(=O)C1CCN(C(=O)Cc2ccsc2)CC1,1,4,19,0,-4,-10,-7,i,1
N#Cc1cc2c(nc1SCC(=O)N1CCCCC1)CCCCC2,-10,2,33,5,0,19,14,i,1
O=C(CN1C(=O)NC2(CCCCCC2)C1=O)N1CCN(S(=O)(=O)c2ccccc2)CC1,-2,1,3,5,-9,-2,-9,i,0

# Grouped by structure: the compounds so far containing a furan ring, fused or not (2)
SMILES,MT1-MMP act inh,NRP1-CendR mod,SKN-1 block,E coli Lon inh,MsrA act,MLLE-PAM2 inh,FAS TE block,Neddyl block,Rin1-Abl PPI inh
O=C(CCc1nc(-c2ccccc2)no1)NCc1ccco1,-3,-11,-42,-13,-4,5,0,i,-2
N#Cc1c(-c2ccco2)cc(-c2ccc(F)cc2)nc1N,-13,-101,2,-36,2,-63,-4,·,2

# (continued)
SMILES,MT1-MMP act inh,NRP1-CendR mod,SKN-1 block,E coli Lon inh,MsrA act,MLLE-PAM2 inh,FAS TE block,Neddyl block,Rin1-Abl PPI inh
COc1ccc(NC(=O)CCNC(=O)C2CCN(S(=O)(=O)c3ccc(OC)cc3)CC2)cc1,2,2,-2,-10,-1,1,-5,i,2
O=S(=O)(NCc1ccc(Cl)cc1)c1cnc[nH]1,1,10,25,0,1,0,-5,i,0
O=C(NC1=NCCS1)c1ccc(Cl)c(S(=O)(=O)N2CCCCCC2)c1,1,5,17,13,-3,-11,5,i,0
O=C(Nc1ccc(-c2nnco2)cc1)c1ccccc1,1,-7,-2,-3,-8,-2,-10,i,-3
Cc1ccc(NC2Sc3ccccc3NC2=O)cc1Cl (centres undefined),1,6,1,-6,-2,7,14,i,-2
CCN(Cc1cnn(C)c1)Cc1nc(Cc2ccccc2Cl)no1,1,6,-3,1,-3,-5,-1,i,-4
CCOc1ccccc1NC(=O)c1nnn(-c2ccc3c(c2)OCCO3)c1N,1,0,10,-5,-2,5,23,i,1
CC(=O)Nc1ccc(NC(=O)COC(=O)/C=C/c2ccc3c(c2)OCO3)cc1,2,-3,-5,-6,-3,-53,-3,·,2
COc1ccc(C(=O)CN2CC(C)SC2=Nc2ccc(Cl)cc2)cc1 (centres undefined),-8,-2,1,-2,-4,12,21,i,-4
CCc1noc(C)c1C(=O)NNC(=O)COc1ccc(C)c(C)c1,0,9,-4,4,-12,0,-2,i,-1
CC(Cc1ccsc1)NC(=O)CCc1nnc(CCc2ccccc2)o1 (centres undefined),-2,11,2,-2,-1,5,-2,i,3
COc1cccc2cc(C(=O)Oc3ccccc3)c(=O)oc12,3,5,3,-15,2,-1,-4,i,-2
CCOc1cc(CNc2ccccc2)cc(Br)c1OCc1ccc(F)cc1,-4,2,11,-3,-8,8,39,i,1
CCn1c(SCC(=O)Nc2ccc3c(c2)OCCO3)nnc1-c1ccccn1,3,-2,-5,4,-1,3,-5,i,0
NC(=O)SCC(=O)Nc1ccccc1C(=O)O,-3,5,11,-8,0,35,-4,i,-2
Cc1ccc(NC2=C(Cl)C(=O)OC2NC(=O)c2ccccc2)cc1 (centres undefined),1,2,7,-7,-2,2,-4,i,1
NCCNc1ccc2nnnn2n1,-4,5,-4,7,-2,-4,-3,i,-3
COC(=O)C1C(=O)OC(C)(C)C1C(C)C(=O)c1ccccc1 (centres undefined),-1,-13,10,0,-2,3,-13,i,-2
O=c1cc2oc3cc(O)c(O)cc3c(-c3ccccc3[N+](=O)[O-])c-2cc1O,41*,-14,-4,3,-1,-11,36,i,65*
O=C(Nc1ccc(Br)cn1)c1ccc([N+](=O)[O-])cc1Cl,3,2,-22,1,-2,10,-1,i,1
COc1cccc(COC(=O)Cc2ccc(S(=O)(=O)N3CCOCC3)s2)c1OC,-2,8,-7,16,-8,-2,8,i,1
O=C(COC(=O)Cc1ccsc1)Nc1ccc(Cl)c(S(=O)(=O)N2CCOCC2)c1,-1,-4,-3,1,0,-4,-1,i,-3
O=NNc1nc2ccccc2n1Cc1ccccc1,4,-116,10,0,-4,-39,-1,i,-1
O=c1c2c(-c3ccccc3)csc2ncn1/N=C/c1ccc(O)c([N+](=O)[O-])c1,4,-9,-5,-3,-6,5,49,i,-2
CN(CC(=O)Nc1cccc(F)c1)C(=O)c1cccc(S(=O)(=O)N2CCN(c3ccc(F)cc3)CC2)c1,-2,11,0,-5,0,-7,30,i,4

# 6 neighbouring compounds from above:
SMILES,MT1-MMP act inh,NRP1-CendR mod,SKN-1 block,E coli Lon inh,MsrA act,MLLE-PAM2 inh,FAS TE block,Neddyl block,Rin1-Abl PPI inh
O=C(Nc1ccc(Br)cn1)c1ccc([N+](=O)[O-])cc1Cl,3,2,-22,1,-2,10,-1,i,1
COc1cccc(COC(=O)Cc2ccc(S(=O)(=O)N3CCOCC3)s2)c1OC,-2,8,-7,16,-8,-2,8,i,1
O=C(COC(=O)Cc1ccsc1)Nc1ccc(Cl)c(S(=O)(=O)N2CCOCC2)c1,-1,-4,-3,1,0,-4,-1,i,-3
O=NNc1nc2ccccc2n1Cc1ccccc1,4,-116,10,0,-4,-39,-1,i,-1
O=c1c2c(-c3ccccc3)csc2ncn1/N=C/c1ccc(O)c([N+](=O)[O-])c1,4,-9,-5,-3,-6,5,49,i,-2
CN(CC(=O)Nc1cccc(F)c1)C(=O)c1cccc(S(=O)(=O)N2CCN(c3ccc(F)cc3)CC2)c1,-2,11,0,-5,0,-7,30,i,4

# (further entries)
SMILES,MT1-MMP act inh,NRP1-CendR mod,SKN-1 block,E coli Lon inh,MsrA act,MLLE-PAM2 inh,FAS TE block,Neddyl block,Rin1-Abl PPI inh
CCCC/C(=N\NC(=O)c1ccc(Br)o1)c1ccccc1,4,-1,10,-12,0,-3,-1,i,1
CCOc1ccc(-n2c(O)c(/C=N/Nc3nc(C)cc(C)n3)c3ccccc3c2=O)cc1,-1,-9,6,-4,-2,-3,40,i,2
O=C(NCc1ccccc1)C1=C[C@@H](c2coc3ccccc3c2=O)C[C@@H](OCc2ccc(CO)cc2)O1,2,10,3,-8,-1,-3,5,i,-2
CCOc1cccc(NC(=O)c2cccc(F)c2)c1,0,-3,9,3,-2,2,0,i,1
CCC1(c2ccc(F)cc2)NC(=O)N(CC(=O)N2c3ccccc3CC2C)C1=O (centres undefined),2,-11,10,-4,-2,-21,5,i,1
O=C(NCCS(=O)(=O)N1CCN(c2cccc(Cl)c2)CC1)c1ccc2c(c1)OCO2,-4,4,8,-5,-2,2,1,i,-1
CCCNC(=O)CSc1nnc(-c2ccccc2Br)n1-c1cccc(C(F)(F)F)c1,-4,11,8,0,-3,-127,0,i,4
CN1C(C)(C)CC(NC(=O)c2ccco2)CC1(C)C,-2,9,0,-6,-4,7,-7,i,0
CCc1ccc(N(CC(=O)N2CCOCC2)S(C)(=O)=O)cc1,-1,7,16,-4,-3,-3,-6,i,0

# 3 of the compounds above, bar-delimited:
canonical_smiles | MT1-MMP act inh | NRP1-CendR mod | SKN-1 block | E coli Lon inh | MsrA act | MLLE-PAM2 inh | FAS TE block | Neddyl block | Rin1-Abl PPI inh
O=C(NCc1ccccc1)C1=C[C@@H](c2coc3ccccc3c2=O)C[C@@H](OCc2ccc(CO)cc2)O1 | 2 | 10 | 3 | -8 | -1 | -3 | 5 | i | -2
CCOc1cccc(NC(=O)c2cccc(F)c2)c1 | 0 | -3 | 9 | 3 | -2 | 2 | 0 | i | 1
CCOc1ccc(-n2c(O)c(/C=N/Nc3nc(C)cc(C)n3)c3ccccc3c2=O)cc1 | -1 | -9 | 6 | -4 | -2 | -3 | 40 | i | 2

# Compounds as they come; overall some 4% were active at least once.
